# Lipid storage S3 – qHTS Assay for Lipid Storage Modulators in Drosophila S3 Cells | Drosophila S3 cells, BODIPY lipid droplet fluorescence, 18-24 h; cells fed with added oleic acid | lipid storage change, negative = inhibition, % at the top dose, mostly 46.1 µM; hits show Potency in µM | 0.64% of 320,000 active; active = well fitted inhibition curve with a large enough effect in the signal ratio, with a control signal flat, not every such curve was filed as active; inconclusive = small, poorly fitted or top-dose-only effect, or effect the other way, or a change in a side signal; the % refers to the signal ratio
#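 Drosophila S3 cells loaded with oleic acid (400 uM, as added) and compounds at several concentrations; lipid droplets imaged by 488-nm laser-scanning cytometry, 500–530 nm intensity and object ratio to cell channel. Percent activity normalized to 20 uM Triacsin C.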
# Lipid storage S3 cell count max – recorded beside Lipid storage S3, whose call it bears; cell number change, %; measured here: cell count max response;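 cells counted by Cell Tracker Red CMTPX staining in the red channel; peak over a dose series mostly up to 46.1 µM; percent activity relative to internal control wells on each plate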
# Active calls of the source: *; i = inactive; ? = inconclusive; · = not tested or not shown; [ ] = dose if it differs, or a comment. % is set by controls: 0 for no effect and ±100 for the full control effect; potency is the fitted concentration of half-maximal effect.
# Fields – Lipid storage S3 | Lipid storage S3 cell count max
Cc1cc(C)n2nc(C(=O)N3CCCC(Nc4ccc(C(C)C)cc4)C3)cc2n1 (centres undefined)
  i | 5
O=C(CN1C(=O)S/C(=C\c2ccccc2F)C1=O)NCCCn1ccnc1
  i | -6
COc1cc(C(C)=O)ccc1OCC(O)CN1CCN(c2c(C)cccc2C)CC1 (centres undefined)
  -3% | 15
Cc1ccc(Nc2nnc(SCC(=O)Nc3cccc(S(=O)(=O)NC4=NCCCCC4)c3)s2)cc1
  ? | ·
Nc1ccn(Cc2ccccc2)n1
  ? | ·
CCCCOc1ccc(NC(=O)CCSc2nccn2C)cc1
  ? | ·
O=C(COc1ccccc1Cl)N1CCN(c2ccccn2)CC1
  ? | ·
CN1CCN(C(=O)C2=C[C@H](c3csc4ccccc34)C[C@H](OCCCCO)O2)CC1
  ? | ·
CCOC(=O)C1=C(COC(=O)C2CC(=O)N(c3ccc(CC)cc3)C2)NC(=O)NC1C (centres undefined)
  ? | ·
CCCCNC(=S)NCCN1CCN(C(=S)NCCCC)CC1
  ? | ·
CCOCCCn1c(SCc2nc3ccccc3s2)nc2ccccc2c1=O
  3.7µM* | -22*
CN(Cc1nc2ccccc2c(=O)[nH]1)C(=O)c1ccc(NC(=O)CSc2nnnn2C)cc1
  ? | ·
O=C(c1ccco1)c1cn(CC(=O)N2CCCc3ccccc32)c2ccccc12
  ? | ·
Cc1ccc(S(=O)(=O)/N=S(/c2ccccc2)C(C)C)cc1 (centres undefined)
  -2% | 0
Cc1cc(C)nc(NS(=O)(=O)c2ccc(NC(=O)CSc3ncn[nH]3)cc2)n1
  ? | ·
O=C(CSc1nnc(CNC(=O)c2ccco2)o1)NC1CCCC1
  ? | ·
O=C(COc1ccccc1)N1CCN(C(=O)c2ccccc2F)CC1
  ? | ·
COC(=O)CC(=O)CSc1nc2c(cc1C#N)CCCCC2
  -24% | 7
CCOCCCNc1c(CC)c(C)c(C#N)c2nc3ccccc3n12
  ? | ·
CCOc1ccc2oc(C(=O)NC3CCN(Cc4ccccc4)CC3)c(C)c2c1
  22% | -21
COc1ccc(CCNS(=O)(=O)c2ccc(Cl)cc2)cc1OC
  1.6µM* | -15*
Cc1ccc2[nH]c(=O)c(C(c3nnnn3CCc3ccccc3)N3CCOCC3)cc2c1 (centres undefined)
  ? | ·
O=S(=O)(Cc1ccccc1)N1CCc2ccccc2C1
  1% | -13
COc1ccc(CNc2ncc(-c3ccc(Cl)cc3)n2C)c(OC)c1OC
  26% | ·
O=C(C[n+]1ccccc1)Nc1ccccc1Br
  -13% | 3
C=CC(C)(C)c1cc2cc3ccoc3cc2oc1=O
  ? | ·
COc1ccc(/C=C/CN2CCN(Cc3ccc(C)cc3)C(CCO)C2)cc1 (centres undefined)
  1% | 3
COc1cccc(CCNC(=O)COc2cccc3c2OC(C)(C)C3)c1
  ? | ·
COC(CNC(=O)c1c[nH]c2ccc(S(=O)(=O)N3CCC4(CC3)OCCO4)cc2c1=O)OC
  2% | 8
Cc1ccc(-c2nc3ccccc3o2)cc1NC(=S)NC(=O)c1cc2ccccc2o1
  ? | ·
N#Cc1ccc(NC(=O)COC(=O)CCc2nc3ccccc3c(=O)[nH]2)cc1
  -3% | 8
O=C(CCS(=O)(=O)Cc1ccccc1F)NCCc1ccc(Cl)cc1
  ? | ·
CCN(CC)C(=O)CSc1nnc(-c2cccs2)n1Cc1ccco1
  19% | 20
COc1ccc(/C(C)=N/NC(=O)Cc2c(C)nc(C)[nH]c2=O)cc1
  ? | ·
CC(C)(C)C(=O)CN1C2=NCCN2c2ccccc21
  -1% | -6
Cn1c(Cn2nnc3ccccc32)nnc1SCC(=O)N1c2ccccc2CCc2ccccc21
  ? | ·
C=CCn1c(COc2ccccc2F)nnc1SCC(=O)c1c[nH]c2ccccc12
  ? | ·
COc1ccc(CN(C)C(=O)CC(c2ccccc2)c2ccccc2)cc1
  ? | ·
Cc1cccc(NC(=O)C2CCCN2S(=O)(=O)c2cccc3cccnc23)c1 (centres undefined)
  -8% | -2
CCOc1ccc(NC(=O)c2cn(CC(C)C)c(=O)c3c2c2ccccc2n3C)cc1
  5% | 0
O=C(O)c1ccccc1OCc1ccccc1Br
  ? | ·
Cn1cc([N+](=O)[O-])c(C(=O)NCc2ccco2)n1
  ? | ·
O=c1c([N+](=O)[O-])cccn1Cc1cccc(Br)c1
  20% | 7
O=C(Oc1cccnc1)c1ccccc1[N+](=O)[O-]
  ? | ·
Cc1ccc(C)c(C(C)NC(=O)C2CCCC2)c1 (centres undefined)
  ? | ·
Cc1c(-c2ccccc2Cl)nc2ccccc2c1C(=O)O
  ? | ·
Cc1ccccc1CS(=O)(=O)CCC(=O)NCCCN1CCN(c2ccccc2F)CC1
  6% | 0
CCCCn1c(=S)[nH]c2ccc(N3CCOCC3)cc2c1=O
  ? | ·
O=C(Cn1nnc(-c2ccc(F)cc2)n1)N1CCCCC1
  ? | ·
O=C(O)C1CC(=O)n2c(nc3ccccc32)S1 (centres undefined)
  i | -10
Cc1ccccc1-n1c(SCC(=O)NCc2cccs2)nc2ccccc2c1=O
  -4% | -5
O=C(CCCn1c(=O)c2ccccc2n(CC(=O)NCc2ccco2)c1=O)NCc1ccco1
  ? | ·
O=C(CN(CC1CCCO1)C(=O)CNS(=O)(=O)c1ccccc1)NCCc1ccccc1 (centres undefined)
  ? | ·
CCO[C@H]1OC(C(N)=O)=C[C@@H](c2coc3ccccc3c2=O)[C@@H]1CCCO
  -1% | -1
CCN(CC)CCN(C(=O)Cn1nnc(-c2ccc(C)o2)n1)C(C(=O)NC(C)(C)C)c1cccs1 (centres undefined)
  21% | 1
Cc1ccc(-n2cc(C(=O)c3cc(Cl)ccc3O)cc(C#N)c2=O)cc1
  i | 21
CN(C[C@H](Cc1ccccc1)N(C[C@H](Cc1ccccc1)N(CCc1cc(C(F)(F)F)cc(C(F)(F)F)c1)N=O)N=O)N=O
  17% | 9
CCOC(=O)Cc1csc(NC(=O)c2cc(-c3ccncc3)nc3ccccc23)n1
  -6% | -9
CC(NC(=O)/C(=C\c1ccco1)NC(=O)c1ccccc1Br)C(=O)O (centres undefined)
  1% | 1
Cc1cc(C)cc(NC(=O)CCn2c(=S)[nH]c3ccccc3c2=O)c1
  ? | ·

# Filtered by structure: the compounds so far containing bromine.
# Fields – Lipid storage S3 | Lipid storage S3 cell count max
O=C(C[n+]1ccccc1)Nc1ccccc1Br
  -13% | 3
O=C(O)c1ccccc1OCc1ccccc1Br
  ? | ·
O=c1c([N+](=O)[O-])cccn1Cc1cccc(Br)c1
  20% | 7
CC(NC(=O)/C(=C\c1ccco1)NC(=O)c1ccccc1Br)C(=O)O (centres undefined)
  1% | 1

# Remaining list, next part:
canonical_smiles	Lipid storage S3	Lipid storage S3 cell count max
CC1(C)Cc2c(sc(/N=C/N3CCCCCC3)c2C#N)C(C)(C)N1	?	·
COc1ccc(CCNC(=O)CCc2ccc(S(=O)(=O)NCC(C)C)cc2)cc1OC	?	·
COc1ccc(Br)cc1CNc1ccc2[nH]c(=O)[nH]c2c1	?	·
Cc1[nH]c2ccccc2c1C(c1ccncc1)N1CCN(c2ccc(F)cc2)CC1 (centres undefined)	?	·
Cc1nc(SCC(=O)NC2CCS(=O)(=O)C2)c2c3c(sc2n1)CCCC3 (centres undefined)	?	·
CCOC(=O)Nc1ccc(OC)cc1S(=O)(=O)N1CCCCC1	i	·
CCn1c(SCC(=O)Nc2ccc(C(=O)OC)cc2)nnc1-c1cccs1	?	·
CC(C)CC(=O)N(Cc1ccc(F)cc1)C1CCS(=O)(=O)C1 (centres undefined)	?	·
Fc1ccc(NC(=S)N2CCN(c3cccc(C(F)(F)F)c3)CC2)cc1	?	·
COc1ccccc1NC(=O)N(Cc1ccc2c(c1)OCO2)Cc1nc2ccccc2c(=O)[nH]1	?	·
O=C(NCCN1CCOCC1)c1cc(-c2ccc(Cl)s2)nc2ccccc12	?	·
O=C(NCC1CCCO1)C(C(=O)c1ccccc1)n1cc(Cl)ccc1=O (centres undefined)	-11%	·
O=C(/C=C/c1ccccc1[N+](=O)[O-])c1ccc(F)cc1	?	·
O=C(CNC(=O)c1cccc(N2C(=O)c3ccccc3C2=O)c1)Nc1ccc(F)c(F)c1	?	·
C[C@@]12CCC3[C@@](CC[C@@H]4[C@](C)(C(=O)O)CCC[C@@]34C)(C[C@H]1O)C2 (some centres undefined)	12%	11
O=C(CN1CCCCCC1)Nc1ccc(F)c(F)c1F	?	·
Cc1nc(SCC(=O)NC(C)(C)C)c2c(-c3cccs3)csc2n1	?	·
CCn1cc(CNC(=O)c2cc(COc3ccc(F)cc3Cl)on2)cn1	-20%	19
O=C(NCCS(=O)(=O)N1CCN(c2cccc(Cl)c2)CC1)C1CC1	21%	19
CC(=O)c1ccc(N2CCN(C(=O)c3cc(-c4ccncc4)nc4ccc(Br)cc34)CC2)cc1	12%	11
CC1(c2ccc3ccccc3c2)NC(=O)N(CC(=O)N2CCC(C(N)=O)CC2)C1=O (centres undefined)	14%	-4
CS(=O)(=O)N1N=C(c2ccco2)CC1c1cccc([N+](=O)[O-])c1 (centres undefined)	6%	6
Cc1ccc(N2CCN(C(=O)NC3CCCCC3)CC2)c(C)c1	?	·
O=C(Nc1ccc2c(c1)OCO2)Nc1ccccc1F	?	·
COc1cccc(OCc2cc(C(=O)NCc3cnc4ccccn34)no2)c1	i	-23
CC(NCC(=O)Nc1ccccc1C(=O)NC1CC1)c1cccc(Cl)c1 (centres undefined)	?	·
Cc1ccc2nc(SCC(=O)N(CC(C)C)c3c(N)n(CC(C)C)c(=O)[nH]c3=O)[nH]c2c1	?	·
COc1ccc(N(CC(=O)Nc2ccc(OC)c(Cl)c2)S(=O)(=O)c2c(C)noc2C)cc1	?	·
COc1ccc(OC)c(NC(=O)COC(=O)c2n[nH]c3ccccc23)c1	?	·
CC(C)c1ccc(NC(=O)CCCN2C(=O)NC(C)(C)C2=O)cc1	?	·
O=C1CCCc2nc(N3CCc4ccccc43)ncc21	?	·
COc1ccc(S(=O)(=O)N2CCCCC2)cc1NC(=O)CNc1ccccc1N1CCCC1=O	?	·
CSCC[C@H](NC(=O)N1CCn2c1nc1ccccc12)C(=O)NCc1ccc(C)cc1	?	·
C#CCOC(=O)c1csc2nnsc12	6%	6
CC1=C(C(N)=O)C(c2ccccc2F)NC(=O)N1 (centres undefined)	?	·
COc1ccccc1C1/C(=C(/O)c2ccc(OC(C)C)cc2)C(=O)C(=O)N1c1cc(C)on1 (centres undefined)	?	·
O=C(COC(=O)C12CC3CC(CC(O)(C3)C1)C2)Nc1ccccc1OC(F)F	12%	·
O=S(=O)(Nc1nc2ccccc2nc1Cl)c1ccc(Cl)cc1	?	·
CCOC(=O)CNC(=O)CSc1ccc(-c2nc3ccccc3[nH]2)cn1	?	·
Cc1sc(NC(=S)NC(=O)c2ccco2)c(C(N)=O)c1C	-3%	15

# Random excerpt: 5 compounds from above.
canonical_smiles	Lipid storage S3	Lipid storage S3 cell count max
COc1cccc(OCc2cc(C(=O)NCc3cnc4ccccn34)no2)c1	i	-23
O=S(=O)(Nc1nc2ccccc2nc1Cl)c1ccc(Cl)cc1	?	·
CC1(c2ccc3ccccc3c2)NC(=O)N(CC(=O)N2CCC(C(N)=O)CC2)C1=O (centres undefined)	14%	-4
C#CCOC(=O)c1csc2nnsc12	6%	6
Cc1ccc2nc(SCC(=O)N(CC(C)C)c3c(N)n(CC(C)C)c(=O)[nH]c3=O)[nH]c2c1	?	·

# (cont.)
canonical_smiles	Lipid storage S3	Lipid storage S3 cell count max
O=C(O)Cc1csc(-c2ccccc2)n1	-26%[9.22 µM]	-9
CCS(=O)(=O)N1Cc2ccccc2CC1C(=O)Nc1ncc(C)s1 (centres undefined)	i	·
CCOc1ccc(-n2nnc3c(=O)n(CC(=O)NCc4ccco4)cnc32)cc1	?	·
Cc1ccc(C)c2c3c([nH]c12)-c1nonc1CC3	?	·
CCCCn1c(-c2ccc(Br)cc2F)nc2c1c(=O)[nH]c(=O)n2CC(C)C	?	·
C=CCn1c(-c2ccc(=O)n(Cc3ccccc3)c2)n[nH]c1=S	0%[9.22 µM]	1
CCOC(=O)c1cc(=O)n2[nH]c(-c3ccc(C)cc3)cc2n1	?	·
O=C(CN1C(=O)C2C3c4ccccc4C(c4ccccc43)C2C1=O)Nc1ccccc1C(=O)O (centres undefined)	-5%	13
CCOc1cccc2c1OC(c1cc(OC)c(OC)c(OC)c1)N1N=C(c3ccc(C)o3)CC21 (centres undefined)	?	·
O=C(CSc1nnnn1C1CC2C=CC1C2)Nc1ccc(C(=O)O)cc1 (centres undefined)	24%	-7
COc1cccc(/C=C/C(=O)c2cccc([N+](=O)[O-])c2)c1OC	-5%	-8
O=[N+]([O-])c1c(Nc2cccc(O)c2)cc(Cl)c2nonc12	?	·
CCOc1ccc(S(=O)(=O)N2CCN(CN3C(=O)CC4(CCCC4)C3=O)CC2)cc1	1%	-10
CC1(c2ccccc2Cl)NC(=O)N(CC(=O)N2CCc3ccccc3C2)C1=O (centres undefined)	?	·

# This is a subset; the hit share may differ from the screen's.
